From PubChem BioAssay
A-T KAP1 phos = qHTS Assay for Identifying a Potential Treatment of Ataxia-Telangiectasia; […] A-T fibroblasts, KAP-1 phosphorylation AlphaLISA; neocarzinostatin DNA damage 30 min before lysis; Potency, µM (doses to about 57.5 µM), for the others: top-dose activation, hits mostly activators; 0.19% of 320,000 active; AID 485349, 2010; further: potency means the concentration at half of the fitted maximal effect; % of control where 0% means no effect; nearly all actives have a fitted effect of over 45% in size
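ATM-like activity read as KAP-1 phosphorylation via AlphaLISA donor/acceptor antibody pairs after lysis and 6 hr at 25C. Cells were ATM-null patient fibroblasts ([…], hTERT), dosed 60 min, then exposed to the DSB inducer NCS for 30 min.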
Mito fusion yeast = qHTS Assay for Small Molecule Inhibitors of Mitochondrial Division or Activators of Mitochondrial Fusion | S. cerevisiae fusion-defective mutant growth rescue, CellTiterGlo 48 h | Potency, µM (top dose mostly 46.1 µM), inactives show at the top dose growth rescue (activation), actives largely listed as activators | 0.23% of 320,000 active | AID 485298, 2010;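 further: potency means the concentration at half of the fitted maximal effect; % of control where 0% means no effect; nearly all actives have a fitted effect of over 45% in size; temperature-sensitive fusion mutants such as fzo1-1 at 37 °C on non-fermentable ethanol glycerol medium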
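Read-out: ATP-based luminescence (CellTiterGlo, 10 min ambient) reporting growth of fusion-defective ts yeast after 48 hours at 37C on glycerol/ethanol YPEG medium in the presence of compound.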
Eya2 phos inh = qHTS Assay for Inhibitors of the Phosphatase Activity of Eya2; 0.006% of 330,000 active; Protein phosphatase EYA2 (Homo sapiens), O00167; recombinant Eya2, OMFP fluorescence dephosphorylation (OMFP is methylfluorescein phosphate); Potency, µM (highest dose often 76.9 µM), inactives show at the highest dose activity, negative = inhibition, most hits filed as inhibitors; further: potency means the concentration at half of the fitted maximal effect; on the % scale 0 is the no-effect control and ±100 the full control effect
Target sequence (O00167 whole entry, looked up): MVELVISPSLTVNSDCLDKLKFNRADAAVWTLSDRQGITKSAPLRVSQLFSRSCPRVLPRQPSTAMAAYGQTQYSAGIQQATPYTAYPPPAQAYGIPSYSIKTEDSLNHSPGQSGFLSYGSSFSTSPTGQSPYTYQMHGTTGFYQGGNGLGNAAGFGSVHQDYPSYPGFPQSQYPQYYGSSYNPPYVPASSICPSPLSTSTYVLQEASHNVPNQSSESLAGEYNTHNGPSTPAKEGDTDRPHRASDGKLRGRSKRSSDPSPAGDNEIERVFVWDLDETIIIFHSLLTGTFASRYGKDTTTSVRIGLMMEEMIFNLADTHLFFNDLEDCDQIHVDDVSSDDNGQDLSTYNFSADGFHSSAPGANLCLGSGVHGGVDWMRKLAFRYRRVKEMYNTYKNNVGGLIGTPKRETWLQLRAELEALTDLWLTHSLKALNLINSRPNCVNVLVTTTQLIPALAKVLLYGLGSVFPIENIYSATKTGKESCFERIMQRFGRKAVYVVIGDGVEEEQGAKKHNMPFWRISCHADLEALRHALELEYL
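Eya2 (0.2 uM) preincubated 10 min at ambient with compound, then OMFP substrate added at 50 uM; 10 min reaction in 50 mM HEPES pH 7.5, 50 mM NaCl, 5 uM MgCl2, 0.05% BSA, 1 mM DTT. Fluorescence read at Ex 485/Em 525 nm.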
ELG1 repair inh = qHTS screen for small molecules that inhibit ELG1-dependent DNA repair in human embryonic kidney (HEK293T) cells expressing luciferase-tagged ELG1. HEK293T ELG1-luciferase reporter, luminescence, 16 h; DNA damage induced by 5-fluorouridine. Potency, µM (top dose mostly 46.1 µM), inactives show top-dose activity change, negative = inhibition, most hits filed as inhibitors. 2.3% of 330,000 active. AID 504467, 2011; further: potency means the concentration at half of the fitted maximal effect; on the % scale 0 is the no-effect control and ±100 the full control effect; nearly all actives have a fitted effect of over 55% in size
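In this reporter screen, reduction of luminescence relative to DMSO vehicle indicated activity. Compounds and 5-fluorouridine were added together to 2,000 cells per well, incubated for 16 hr at 37 °C, then developed with ONE-Glo.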
TSHR antagonist = Antagonists of the Thyroid Stimulating Hormone Receptor: HTS campaign; TSHR-expressing cells, TSH-stimulated cAMP HTRF, 2 h; active compounds read low; activity change, negative = inhibition, % at 11.5 µM; 0.2% of 330,000 active;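 active means activity change below a set negative limit, meaning inhibition stronger than a set level, cut at about -70% in these data; inconclusive means activity change between two set negative limits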; further: on the % scale 0 is the no-effect control and ±100 the full control effect
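Inhibition of cAMP made by TSHR-expressing cells under TSH stimulation (4nM final, EC80; 2 h, 37 deg C) is quantified with a one-step lysis HTRF kit, anti-cAMP cryptate versus cAMP-d2.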
TCR activator = Activators of T cell receptors: qHTS campaign | primary human leukocytes, anti-CD3, IL-2 HTRF, 48 h | Potency, µM (highest dose often 9.22 µM), for inactives: top-dose activation of IL-2 secretion, usual class: activators | 330,000 tested, under 10 active; further: % of control where 0% means no effect
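IL-2 produced over 48 hr by a-CD3 bead-stimulated primary human leukocytes exposed to compounds was detected with a homogeneous time-resolved FRET immunoassay, 665nm acceptor signal after 320nm excitation.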
Chronic BCR inh = qHTS Assay to Find Inhibitors of Chronic Active B-Cell Receptor Signaling; 0.05% of 340,000 active; ABC-DLBCL IkBa-CBG/CBR reporter, luminescence ratio, 4 h; Potency, µM (series often up to 46.1 µM), for inactives: at the top dose ratio change, negative = lower green/red ratio, usual class: inhibitors; active means well fitted inhibition curve with a large enough effect in the signal ratio, with a control signal flat, not every such curve was filed as active; inconclusive means small, poorly fitted or top-dose-only effect, or effect the other way, or a change in a side signal; the % refers to the signal ratio;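 further: potency means the concentration at half of the fitted maximal effect; plate controls were basal doxycycline-induced cells for no effect and cells given 10 µM MG132 for full effect; MG132 reads +100%, hits lower the ratio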
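Cell line TMD8 (human ABC DLBCL), stably expressing tet-inducible CBG68-IkBa fusion and CBR; IMDM/0.5% FBS; cpd up to 46 uM; dox induction, 4 h, 37C/5% CO2; dual luminescence; green/red ratio; MG132 control.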
PTAP TSG101 blk = qHTS Assay for Iinhibitors of HIV-1 Budding by Blocking the Interaction of PTAP/TSG101; Tumor susceptibility gene 101 protein (Homo sapiens), Q99816; Fluorescence polarization, FITC-PTAP peptide / Tsg101 binding; Potency, µM (doses to about 115 µM), for inactives: at the highest dose activity change, negative = inhibition, usual class: inhibitors; 340,000 tested, under 10 active; active means well fitted inhibition curve with a large enough effect in the main read-out, with a control signal flat, not every such curve was filed as active; inconclusive means small, poorly fitted or top-dose-only effect, or effect the other way, or a change in a side signal; inactive means no such curve, though single readings can be large or run the other way; further: potency means the concentration at half of the fitted maximal effect; % of control where 0% means no effect
Target sequence (Q99816 whole entry, looked up): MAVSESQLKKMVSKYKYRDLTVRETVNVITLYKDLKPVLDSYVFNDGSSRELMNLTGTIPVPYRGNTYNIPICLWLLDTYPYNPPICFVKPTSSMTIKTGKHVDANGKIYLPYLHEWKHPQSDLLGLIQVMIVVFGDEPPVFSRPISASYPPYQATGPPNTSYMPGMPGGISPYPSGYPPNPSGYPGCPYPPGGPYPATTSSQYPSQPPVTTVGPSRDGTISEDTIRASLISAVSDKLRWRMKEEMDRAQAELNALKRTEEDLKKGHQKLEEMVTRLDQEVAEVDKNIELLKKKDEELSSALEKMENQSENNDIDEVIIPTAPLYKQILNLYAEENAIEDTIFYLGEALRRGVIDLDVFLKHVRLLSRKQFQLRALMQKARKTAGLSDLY
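Fluorescence anisotropy tracks displacement of a FITC-tagged PTAP peptide (50 nM) from the Tsg101 binding domain (10 uM), following a 20 min room-temperature incubation at pH 7.5.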
Tb PFK inh = qHTS Assay to Find Inhibitors of T. brucei phosphofructokinase. AID 485367, 2010. 0.17% of 330,000 active. Potency, µM (series often up to 57.5 µM), for the others: at the highest dose activity, negative = inhibition, usual class: inhibitors. T. brucei PFK, ADP-Glo luminescence;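 further: potency means the concentration at half of the fitted maximal effect; 0% = uninhibited 1x PFK enzyme wells and -100% = no-enzyme wells; nearly all actives have a fitted effect of over 60% in size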
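Luminescent ADP detection (ADP-Glo, two-step: ATP depletion then ADP-to-ATP conversion for luciferase) reported PFK activity after 45 min room-temperature reaction of 1.25 nM enzyme with 0.5 mM F6P and 0.1 mM ATP at pH 8.0.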
Integrin act MD = qHTS for Activators of Integrin-Mediated Alleviation for Muscular Dystrophy; alpha7betagal myoblasts, beta-gal FDG fluorescence, 48 h; Potency, µM (top dose mostly 38.3 µM), for inactives: at the top dose activation, actives largely listed as activators; 0.064% of 350,000 active; AID 624291, 2012;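 further: potency means the concentration at half of the fitted maximal effect; 100% = response of the positive control SU9516; nearly all actives have a fitted effect of over 60% in size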
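Alpha7betagal+/- myoblasts (passage 13) were plated 16-24 hr, then exposed to compounds (1:260 dilution of DMSO stock) for 48 hours at 37C. After MPER lysis, β-galactosidase reporter activity was read as FDG fluorescence (ex 480/em 540) after 30 minutes.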
ASM inhibitor = Inhibitors of Secretory Acid Sphingomyelinase (S-ASM): qHTS | Sphingomyelin phosphodiesterase (Homo sapiens), P17405 | placental ASM, HMU-PC fluorogenic substrate, 60 min | Potency, µM (top dose mostly 57.5 µM), for inactives: top-dose activity change, negative = inhibition, usual class: inhibitors | 0.006% of 340,000 active; further: potency means the concentration at half of the fitted maximal effect
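HMU-PC0 cleavage (9 uM final) by human placental ASM, 60 min at 37 °C following 10 min compound exposure at RT; stopped at pH 10, fluorescence Ex 386/Em 447 nm.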
* marks the source's active call; other numbers are inactive results; ? = inconclusive; / = not tested or not shown; [ ] = another dose, or the depositor's remark. Unless noted, the call rests on the fitted dose curve; in most records, active means well fitted curve in the direction sought with a large enough effect; inconclusive means small, poorly fitted or top-dose-only effect, or another doubt; inactive means no such curve, though single readings can be large; an effect the other way counts as inactive or inconclusive.

SMILES	A-T KAP1 phos	Mito fusion yeast	Eya2 phos inh	ELG1 repair inh	TSHR antagonist	TCR activator	Chronic BCR inh	PTAP TSG101 blk	Tb PFK inh	Integrin act MD	ASM inhibitor
Cc1nc2scc(C)n2c(=O)c1S(=O)(=O)NCc1ccccc1	1%	0%	1%	15%	20	-3%	8%	-3%	2%	-6%	-1%
COCCN1C(=O)c2ccccc2C(C(=O)Nc2ccc3c(c2)OCCO3)C1c1ccc(F)cc1 (stereo not given)	-6%	2%	-17%	-1%	17	2%	?	-1%	-17%	5%	2%
COc1ccc([N+](=O)[O-])cc1NC(C)C	4%	0%	-2%	-8%	0	2%[46.1 µM]	?	-8%	-3%	21%	-3%
CCOc1ccc(C(O)c2nccn2Cc2ccccc2)cc1 (stereo not given)	6%	-12%	-11%	-11%	-6	-5%	8%	-5%	0%	13%	1%
Cc1cccc(NC(=O)Cn2nc(C(F)(F)F)cc2C2CC2)c1	3%	10%	-12%	-21%	-7	8%	15%	-7%	-2%	20%	-1%
O=C(O)c1cc(S(=O)(=O)N2CCCCC2)ccc1Cl	7%	0%	-10%	4%	30	/	3%	-1%	12%	10%	2%
COc1c(/C=N/NS(=O)(=O)c2ccc(C)cc2)c(CCN(C)C(C)=O)cc2c1OCO2	19%	-2%	11%	0%	13	1%	3%	-3%	2%	-10%	2%
O=C(c1ccccc1)N1CCN(S(=O)(=O)c2ccccc2)CC1	-4%	-5%	2%	-15%	-6	-32%	-1%	-5%	?	-21%	0%
O=C1c2cccc3cccc(c23)C(=O)N1c1ccccc1Cl	4%	1%	0%	0%	-8	-2%	?	-1%	1%	-9%	-2%
O=C(c1ccccc1NS(=O)(=O)c1ccc(F)cc1)N1CCCC1	/	3%	9%	9%	-7	/	-1%	-6%	-3%	12%[7.66 µM]	2%
CC(C)(C)C(=O)Nc1ccc(C(=O)N/N=C/c2ccccc2OC(=O)c2ccc(Cl)cc2)cc1	0%	11%	6%	18µM*	14	-11%[46.1 µM]	11%	1%	5%	6%	-4%
COc1ccc(Cc2nnc(NC(=O)c3cccs3)s2)cc1	15%	4%	-11%	?	-4	-2%	3%	-10%	0%	?	3%
CCOC(=O)C(=CNc1cccc(C)n1)C(=O)OCC	-4%	-7%	3%	0%	22	0%	?	-1%	2%	0%	3%
COc1ccc(-c2nnc3cccc(Cl)n23)c(OC)c1	-3%	10%	-25%	-3%	18	2%	1%	-1%	-4%	3%	4%
COc1ccc(CCN(C)C(=O)c2ccc(S(=O)(=O)NCc3ccco3)cc2)cc1OC	/	0%	4%	4%	-4	-1%[46.1 µM]	0%	-2%	1%	0%	0%
COC(=O)C(Cc1ccc(O)cc1)NC(=O)c1ccccc1OC (stereo not given)	2%	5%	-17%	4%	23	-1%	-10%	0%	-23%	12%	-2%
Cc1ccc(CC(=O)Nc2nncs2)cc1	4%	-1%	-22%	12%	1	3%[46.1 µM]	-1%	-5%	-1%	16%	3%
CCN(CCCNC(=O)CSc1cc(=O)n(C)c2cc(Cl)ccc12)Cc1ccccc1	-3%	6%	3%	?	2	-2%	-1%	-4%	1%	-60%[inhibitor]	-2%
COc1nc(-c2ccccc2)ncc1S(=O)(=O)c1ccccc1	3%	1%	-1%	-18%	3	-7%	?	-2%	2%	-60%[inhibitor]	-6%
O=[N+]([O-])c1cccc(/C=N/n2cnnc2)c1O	-8%	-3%	1%	5%	13	-1%[46.1 µM]	-15%	0%	6%	25%	-3%
S=c1[nH]nc(-c2ccccn2)n1/N=C/c1ccc(-c2ccccc2Cl)o1	-4%	0%	6%	?	6	-7%	14%	-4%	7%	0%	-3%
CC(=O)c1ccc(N2CCN(C(=O)C3CCCN3S(=O)(=O)c3cccc4nsnc34)CC2)cc1 (stereo not given)	-2%	4%	-24%	-1%	4	7%	0%	0%	21%	9%	-2%
O=c1ccccn1CCOc1ccccc1Cl	7%	1%	-5%	?	2	4%[46.1 µM]	-17%	0%	-1%	1%	-1%
COc1cccc(OCC(O)CN2CCN(C)CC2)c1 (stereo not given)	-3%	-5%	-9%	-1%	-3	0%	2%	-1%	-2%	?	-2%
COc1ccc(NC(=O)CN(C)S(=O)(=O)c2cnc[nH]2)cc1	0%	-1%	-9%	?	4	2%	-7%	0%	1%	25%	6%
CC(C)C(=O)Nc1cccc(NC(=O)c2cccc([N+](=O)[O-])c2)c1	-3%	-4%	?	?	-4	0%	-10%	-5%	-7%	-23%	-2%
COC(=O)c1sccc1NC(=O)c1ccccc1[N+](=O)[O-]	-2%	?	-5%	11%	4	0%[46.1 µM]	?	-3%	0%	15%	0%
O=C(CCCc1c[nH]c2ccccc12)NCc1ccc2c(c1)OCO2	0%	1%	6%	-2%	-3	-9%	7%	-9%	-2%	-5%	-1%
CCCCN(C(=O)c1ccc([N+](=O)[O-])o1)c1c(N)n(CCCC)c(=O)[nH]c1=O	0%	0%	5%	25%	4	-1%	7%	-2%	-8%	-13%	16%
CN=c1scc(-c2ccccc2F)n1/N=C/c1ccc(O)c(O)c1O	2%	-4%	-5%	?	-5	-14%	-17%	-7%	-18%	-50%[inhibitor]	-8%
CCOC(=O)N1CCN(S(=O)(=O)c2ccc(F)c(C(=O)Nc3ccc(C)c(Cl)c3)c2)CC1	-1%	?	-4%	?	-4	-3%	?	2%	0%	-12%	/
C/C(=N\Nc1nc2ccccc2[nH]1)c1ccc(N2CCOCC2)cc1	-3%	-12%	-7%	?	1	3%	?	0%	-3%	-10%	-3%
Cc1ccc(C(=O)OCC(=O)Nc2sc3c(c2C#N)CCC3)cc1	-9%	-2%	3%	-12%	2	2%	7%	2%	1%	-8%	1%
c1cc(-c2nnn(CCOCCn3nnc(-c4ccncc4)n3)n2)ccn1	5%	0%	21%	24%	0	-4%	?	-4%	2%	?	3%
CCOC(=O)c1ccc2nc(CCC(=O)N[C@H](C(=O)OC)C(C)C)c(=O)n(CC)c2c1	0%	-6%	-21%	-8%	-2	2%	-2%	-1%	-4%	24%	-5%
COC(=O)N/N=C/c1ccc(-c2ccc(C)c(Cl)c2)o1	0%	5%	-1%	11%	-8	-1%[46.1 µM]	?	-2%	-2%	15%	-1%
C=CCNC(=O)/C(=C\c1ccc(Br)cc1)NC(=O)c1ccccc1OC	-2%	-2%	17%	-16%	-7	-4%	-6%	-1%	1%	23%	3%
COc1ccc(C(=O)C(C)[n+]2ccc(-c3nnc4n3CCCCC4)cc2)cc1 (stereo not given)	-5%	0%	0%	14%	0	-8%	-3%	-3%	1%	-18%	0%
CCOCCn1c(N2CCN(c3ccc(OC)cc3)CC2)nc2c1c(=O)n(C)c(=O)n2C	-1%	5%	-8%	?	3	-3%	-1%	-3%	-1%	1%	-2%
COc1cc(-c2cc(C(=O)Nc3ccc(N4CCOCC4)cc3)c3ccccc3n2)cc(OC)c1OC	-1%	-1%	16%	8.2µM*	-2	3%	?	-1%	2%	-11%	-14%
C[n+]1ccccc1COc1ccc(C(C)(C)C)cc1	1%	-9%	-3%	-12%	-4	-4%[46.1 µM]	-2%	-3%	-3%	-23%	-1%
COc1ccc(Cl)cc1C(=O)NNC(=S)NC(=O)c1ccc(F)c(F)c1	7%	15%	18%	-5%	2	-2%	0%	-1%	1%	-8%	8%
COCc1cc(C)[nH]c(=O)c1C(=O)NC12CC3CC(CC(C3)C1)C2	3%	0%	6%	18µM*	-31	4%	-17%	-7%	-12%	13%	18%
